CHO-K1 Ca antag = nonselective inhibitor or artifact in parental CHO-K1 cells; inhibition, % at 3 µM; 0.6% of 360,000 active; ATP-induced calcium, Fluo-8 fluorescence;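 active means inhibition above a per-plate cutoff, the plate's mean sample inhibition plus 3 SD, cut at about 24% in these data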;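 further: 0% = DMSO plus EC80 ATP and 100% = DMSO alone without ATP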
M1 ag = human M1 muscarinic receptor agonism | P11229 | CHO-K1 hM1, Fluo-8 calcium fluorescence, agonist mode; 0% DMSO, 100% acetylcholine EC100 | activation, % at 3 µM | 0.33% of 360,000 active | AID 588814;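 active means activation above the run's mean compound activation plus 3 SD, cut at about 16% in these data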;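 further: peak over basal fluorescence ratio within a 140 s kinetic read after compound addition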
CHO parental Ca = counter-screen: ATP calcium response change in parental CHO cells; parental CHO-K1, ATP-induced calcium, Fluo-8 fluorescence; inhibition, % at 5.6 µM; 0.63% of 330,000 active; AID 463079;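 active means inhibition above that plate's mean sample inhibition plus 3 SD, cut at about 26% in these data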;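 further: 0% = ATP-challenged DMSO wells and 100% = DMSO wells without ATP; some compounds past the cut are filed as inactive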
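Test system: untransfected parental CHO cell line. Compound: one dose, 5.6 µM nominal. Detection: intracellular calcium via Fluo-8 no-wash fluorescent dye. Measure: % inhibition. Benchmarks: ATP-challenged DMSO wells low, unchallenged DMSO wells high.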
M1 PAM = potentiates human M1 receptor response to acetylcholine; AID 588819; CHO-K1 hM1, Fluo-8 calcium fluorescence, ACh EC20; 0% = ACh EC20, 100% = maximal ACh; activation, % at 3 µM; P11229; 0.088% of 360,000 active; in the data active means activation above about 19%, passing the limit was not always enough
OXTR potentiator = potentiates the human oxytocin receptor response; P30559; CHO-OTR cells, Fluo-8 calcium fluorescence, potentiator mode; 0% = oxytocin EC15, 100% = EC100; activation, % at 3 µM; 0.061% of 320,000 active; AID 2445;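 active means activation above that plate's cutoff, the mean activation of tested compounds plus 3 SD, cut at about 6.6% in these data, passing the limit was not always enough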;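 further: 100% uses oxytocin at 75 nM as the full agonist control; some results filed as inactive read as strong as hits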
Target sequence (P30559 whole entry, looked up): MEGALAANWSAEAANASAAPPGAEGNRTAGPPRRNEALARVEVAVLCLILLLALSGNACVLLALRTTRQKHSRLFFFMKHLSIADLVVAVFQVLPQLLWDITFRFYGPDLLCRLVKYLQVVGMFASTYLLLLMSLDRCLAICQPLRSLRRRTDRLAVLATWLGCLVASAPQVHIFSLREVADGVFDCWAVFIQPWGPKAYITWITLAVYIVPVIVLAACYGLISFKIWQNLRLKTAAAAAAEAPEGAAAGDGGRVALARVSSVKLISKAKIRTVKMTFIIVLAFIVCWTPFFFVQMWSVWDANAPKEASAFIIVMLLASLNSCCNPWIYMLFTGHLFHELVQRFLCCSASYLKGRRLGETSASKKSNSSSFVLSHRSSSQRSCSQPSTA
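Assay system: CHO cell line stably expressing human OTR | Also added: Oxytocin at about EC15, sub-maximal agonist stimulus | Times: Compound 6 min at room temperature before oxytocin, 100 s read | Measured by: Fluo-8 intracellular calcium fluorescence, ex 470-495, em 515-575 nm | Controls: EC15 oxytocin alone as 0%, 75 nM oxytocin as 100%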
CHO-K1 Ca ag = M1 agonist counterscreen hit in parental CHO-K1 cells | 0.48% of 360,000 active | activation, % at 3 µM | Fluo-8 calcium fluorescence; scaled to maximal ATP response, vehicle zero; in the data active means activation above about 15%;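 further: untransfected CHO-K1 host cells lacking M1 receptor as counterscreen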
CHRM4 agonist = CHRM4 agonism in calcium assay | P08173 | CHO-K1 hM4/Gqi5, Fluo-8 calcium fluorescence; vehicle 0%, full acetylcholine response 100% | activation, % at 3 µM | AID 624127 | 0.14% of 360,000 active;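 active means activation above the run mean over all test wells plus 3 SD, cut at about 32% in these data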;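 further: peak over basal fluorescence ratio per well then scaled between controls; 0% = DMSO wells and 100% = acetylcholine at EC100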
Target sequence (P08173 whole entry, looked up): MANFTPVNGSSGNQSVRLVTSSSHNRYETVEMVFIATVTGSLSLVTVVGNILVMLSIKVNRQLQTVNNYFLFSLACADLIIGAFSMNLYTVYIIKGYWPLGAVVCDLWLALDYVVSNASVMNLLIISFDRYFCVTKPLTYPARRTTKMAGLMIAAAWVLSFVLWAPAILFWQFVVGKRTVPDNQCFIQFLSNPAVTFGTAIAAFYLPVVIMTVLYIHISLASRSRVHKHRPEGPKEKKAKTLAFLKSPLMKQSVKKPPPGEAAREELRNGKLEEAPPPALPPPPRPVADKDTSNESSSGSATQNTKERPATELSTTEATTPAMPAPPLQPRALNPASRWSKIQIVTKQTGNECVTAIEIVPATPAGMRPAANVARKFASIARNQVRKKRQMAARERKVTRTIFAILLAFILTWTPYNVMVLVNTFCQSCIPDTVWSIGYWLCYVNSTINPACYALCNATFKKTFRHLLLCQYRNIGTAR
M1 antag = blocks human M1 muscarinic receptor. P11229. CHO-K1 hM1, Fluo-8 calcium fluorescence, ACh EC80 antagonist. inhibition, % at 3 µM. 1.3% of 360,000 active;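 active means percent inhibition above its own plate's cutoff, namely the mean of that plate's compound wells plus 3 SD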;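 further: peak over basal fluorescence ratio during 140 s after agonist addition; 0% = ACh EC80 plus DMSO and 100% = DMSO alone without agonist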
M4 antag = antagonists of human muscarinic M4 receptor (CHRM4). P08173. CHO-hM4 cells, ACh EC80, Fluo-8 calcium fluorescence. inhibition, % at 3 µM. 0.73% of 360,000 active;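 active means inhibition above its plate's cutoff, the mean inhibition of sample wells plus 3 SD, cut at about 27% in these data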;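 further: 0% = acetylcholine EC80 with DMSO and 100% = DMSO without agonist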
* hit, by the source's call; x = no result given.

SMILES	CHO-K1 Ca antag	M1 ag	CHO parental Ca	M1 PAM	OXTR potentiator	CHO-K1 Ca ag	CHRM4 agonist	M1 antag	M4 antag
CCC(C(=O)Nc1cc(C)on1)c1ccccc1 (stereo not given)	-6	-2	-5	-4	-1	0.1	0	-5	0
CCOC(=O)N1CCN(S(=O)(=O)c2ccc(C(=O)NNc3nc4ccc(Cl)cc4s3)cc2)CC1	5	-5	-8	5	-4	0.5	1	-14	-6
CN(C)C(=S)N=c1ssc(=S)n1Cc1ccccc1	-6	-4	x	8	x	0.2	1	-10	8
CC[n+]1cc(C)ccc1/C=C/c1ccc(N(C)C)cc1	-3	-6	52*	-5	-16	1.1	5	11	4
O=c1c(-c2ccc(Cl)cc2)[n+]([O-])c2ccccc2n1OCc1ccccn1	-15	-3	-4	10	-5	0.6	1	-8	5
O=C(CCN1CCCCC1)N1CCc2c([nH]c3ccccc23)C1c1cccnc1 (stereo not given)	5	-8	x	-3	x	-0.2	1	2	-3
O=C(NCC1CCCO1)c1cccc(NS(=O)(=O)c2ccc(Br)cc2)c1 (stereo not given)	-9	1	-24	8	-9	4.2	4	-8	-3
Cn1c2ccccc2n2c(=O)c(=O)n(CC(=O)c3ccc(Cl)cc3)nc12	-12	-8	-6	4	-7	1.1	1	1	-4
COc1c2ccoc2cc2oc(=O)ccc12	3	-8	0	3	-10	-0.1	7	-6	-3
O=C1CC(N2CCN(S(=O)(=O)c3ccccc3F)CC2)C(=O)N1c1ccc(F)cc1F (stereo not given)	-9	0	-12	-5	-4	1.0	3	0	-6
O=C(c1ccc(Cl)c(S(=O)(=O)NCc2ccco2)c1)N1CCN(c2ccc(F)cc2)CC1	-3	-1	5	3	-15	2.1	8	-4	-9
C=CCn1c(-c2ccc3ncccc3c2)n[nH]c1=S	6	-7	-14	15	-2	0.0	1	-3	-13
Cc1cc(C)c(NC(=O)NC2CCCCC2)c(C)c1	18	-4	-2	3	-6	0.8	0	-4	5
C=CCn1c(SCc2ccccc2C#N)nnc1-c1ccccc1O	-3	-6	-3	-2	-4	1.8	2	-15	6
O=C(N/C(=C\c1cccc([N+](=O)[O-])c1)C(=O)N(CCO)CCO)c1ccco1	2	2	6	22	-4	0.2	4	-5	-1
Cn1c(SCC(=O)NNC(=O)c2ccccc2)nnc1C1CC1	-17	-4	-2	6	-4	1.4	0	2	-12
COc1ccc(-c2nn(-c3ccccc3)cc2/C=N/Nc2ccc3ccccc3n2)cc1OC	1	-3	-21	-9	-6	0.5	2	5	2
CCN(CC)S(=O)(=O)c1cccc(-c2n[nH]c(=S)n2/N=C/c2ccc(OC)cc2)c1	4	-10	-8	-11	-6	0.7	2	0	9
Cn1nc(-c2ccc(OCC(=O)Nc3ccccc3)cc2)c2ccccc2c1=O	0	-2	-5	-1	-17	4.2	9	6	0
O=C(COc1ccc(Cl)cc1Br)NCC(c1ccco1)N1CCCC1 (stereo not given)	-2	-8	-15	-22	-8	0.6	2	23	10
NC(CSC12CC3CC(CC(C3)C1)C2)C(=O)O (stereo not given)	-19	-3	-4	3	1	0.6	1	-1	-1
CCN(CC)C(=O)c1cc2c(=O)n3ccccc3nc2s1	-7	-4	-9	11	-2	0.4	0	-18	-19
CCCCn1c(=O)[nH]c(=O)c2c1nc(Cn1ncc(Cl)c(Cl)c1=O)n2CCC	-2	-2	-31	9	8	-0.8	2	-2	-6
C=Cc1ccc(Cn2c(C)c(C(=O)NCc3ccc(C#N)cc3)sc2=O)cc1	-8	-6	x	-17	x	7.7	13	10	6
CC1c2[nH]c3ccccc3c2C[C@H]2C(=O)N(CCCN(C)C)CC(=O)N12 (stereo not given in full)	5	-5	4	6	-12	-0.4	0	4	2
O=S(=O)(c1ccc(F)cc1)N1CCN(Cc2nnc(-c3ccccc3)o2)CC1	10	-2	-10	9	-2	1.8	2	-8	12
CC(=O)c1ccc(-n2c(CCC(=O)O)ccc2-c2ccc(C)cc2)cc1	-12	0	2	15	4	1.3	1	-17	2
O=C(CSc1ccccc1)Nc1ccc(C(=O)Nc2cccc(O)c2)cc1	14	-3	-16	8	-12	2.6	11	0	8
O=C(CCc1ccccn1)NC1CCCc2c1cnn2-c1ccc(F)cc1F (stereo not given)	-10	-2	-11	-1	-3	2.5	2	-1	3
C/C(=N\OC(=O)c1c(-c2ccccc2Cl)noc1C)c1ccncc1	-5	-6	8	-2	-7	2.3	4	3	-6
Cn1nc(C(C)(C)C)cc1C(=O)N1CCCCC1c1cc(C(=O)NCc2ccccc2)no1 (stereo not given)	-6	-3	x	-3	x	5.5	7	-3	0
Fc1ccc(OCc2nc3ccccc3s2)cc1	-3	-5	-14	3	-7	1.5	3	-2	-2
COc1ccc(/C=N/Nc2cc(C)nc(-n3nc(C)cc3C)n2)c(OC)c1	-4	-3	-8	-10	-3	1.7	4	20	0
CCOCc1nnc(NC(=O)C2CCN(C(=O)c3ccco3)CC2)s1	-14	-2	-3	7	-8	1.0	1	-8	11
Cn1c(=O)[nH]c(=O)c2c1nc(SCC(O)CO)n2CCCc1ccccc1 (stereo not given)	-1	-3	-6	3	-7	-0.2	0	-8	-18
Cc1nn(-c2ccc(F)cc2)c(Cl)c1/C=C(\CCC(=O)O)c1nc2ccccc2s1	-29	-1	-14	5	0	-0.3	1	-2	3
O=C(c1ccccc1CCc1ccccc1)N1CCOCC1	8	-3	-11	-5	-7	0.2	1	9	8
CCC(C)[C@H]1CNC(=O)C(=O)N1CC1CCCCC1 (stereo not given in full)	-15	x	x	x	x	0.6	1	x	-2
CCc1ccc(S(=O)(=O)NC2CCCCNC2=O)cc1 (stereo not given)	-18	-6	4	2	-20	1.2	2	-2	-16
CC(CN1CCC(O)CC1)c1ccccc1 (stereo not given)	0	-3	-7	16	0	0.2	0	-22	10
CCOc1ccc(CN(C)C(=O)CNC(=O)C2CCCCC2)cc1OC	-15	-5	-11	15	0	0.1	-1	-21	-14
CCn1c(CC(=O)Nc2cccc(OC)c2)nnc1SCC(=O)N1CCN(c2ccccc2)CC1	-1	-5	-17	-3	-4	1.0	1	4	1
CC1CCC/C(=C\Nc2ccc(C(=O)O)c(O)c2)C1=O (stereo not given)	-7	-2	-7	2	3	-0.1	1	-5	1
CC1(C)N=c2ccc([N+](=O)[O-])c(N)c2=[N+]1[O-]	2	0	-7	12	-3	0.2	1	-23	3
CN(C)C1=NCCN1CCC1CCCC1	-6	-10	-12	3	-3	0.4	1	-4	6
CCOC(=O)N1CCN(S(=O)(=O)c2ccc(OCC)cc2)CC1	-10	1	-10	2	3	2.1	4	-22	3
C=CCn1c(SCc2ccc(F)cc2)nnc1-c1sc2nc(C)cc(C)c2c1N	4	-6	-20	8	-2	0.2	1	-21	-2
Cc1c(C(=O)N2CCCCC2)c(S(=O)(=O)NCCc2ccccc2)c(C)n1C	-20	-2	-14	7	-5	0.0	2	-10	-6
COC(=O)c1ccc(C(=O)N(C)C2CCCN(Cc3ccccc3F)C2)nc1 (stereo not given)	11	-8	-13	5	-12	0.1	0	-11	13
COCCCNC(=O)CSc1c2c(nc3ccc(Cl)cc13)CCCC2	-1	-10	-17	5	0	0.6	2	-2	5
O=S(=O)(NC1=NCCC1)c1ccc(F)cc1	0	-2	5	-4	-9	3.3	0	3	-2
Cc1cccc(N2CCN(C(=S)Nc3ccc4nc5n(c(=O)c4c3)CCCCC5)CC2)c1C	-9	-5	-14	2	-10	0.7	2	5	-12
COc1ccc(CN(C(=O)CSc2nnc(-c3ccc(F)cc3)o2)c2ccc(F)cc2)cc1	-25	-5	-6	6	-11	1.9	2	-14	1
COc1ccc(-c2ccc(SCC(=O)N3CCOCC3)nn2)cc1	-20	-2	-20	3	-7	0.8	2	-4	-3
O=c1oc(-c2ccc([N+](=O)[O-])cc2)nc2ccccc12	-16	0	-7	6	-13	-0.7	0	-8	-2
Cc1ccc(S(=O)(=O)N(CC(=O)NCCSCc2ccco2)c2cc(C)ccc2C)cc1	-3	1	-19	2	-21	5.2	3	-23	-2
CC(C)(OC(=O)c1cccs1)c1cc2ccccc2c(=O)o1	-18	-9	-17	3	-3	-0.3	1	-5	-13
CCCc1nc2c(sc3nc4c(cc32)COC(C)(C)C4)c(=O)n1CCN(CC)CC	-6	-4	-12	-3	-7	3.1	17	14	3
NNC(=O)c1cc(-c2ccc(O)cc2)nc2ccc(Br)cc12	-6	0	-12	4	-4	0.7	1	-9	-6
Cc1ccc(S(=O)(=O)N2CCN(C(=O)c3cccc(F)c3)CC2)cc1	-6	-4	-3	0	-9	0.1	1	-19	3

Rewritten with two lines to a compound: part of the list above.
Values run as follows: CHO-K1 Ca antag, M1 ag, CHO parental Ca, M1 PAM, OXTR potentiator, CHO-K1 Ca ag, CHRM4 agonist, M1 antag, M4 antag
COC(=O)c1ccc(C(=O)N(C)C2CCCN(Cc3ccccc3F)C2)nc1 (stereo not given)
    11, -8, -13, 5, -12, 0.1, 0, -11, 13
COCCCNC(=O)CSc1c2c(nc3ccc(Cl)cc13)CCCC2
    -1, -10, -17, 5, 0, 0.6, 2, -2, 5
O=S(=O)(NC1=NCCC1)c1ccc(F)cc1
    0, -2, 5, -4, -9, 3.3, 0, 3, -2
Cc1cccc(N2CCN(C(=S)Nc3ccc4nc5n(c(=O)c4c3)CCCCC5)CC2)c1C
    -9, -5, -14, 2, -10, 0.7, 2, 5, -12
COc1ccc(CN(C(=O)CSc2nnc(-c3ccc(F)cc3)o2)c2ccc(F)cc2)cc1
    -25, -5, -6, 6, -11, 1.9, 2, -14, 1
COc1ccc(-c2ccc(SCC(=O)N3CCOCC3)nn2)cc1
    -20, -2, -20, 3, -7, 0.8, 2, -4, -3
O=c1oc(-c2ccc([N+](=O)[O-])cc2)nc2ccccc12
    -16, 0, -7, 6, -13, -0.7, 0, -8, -2
Cc1ccc(S(=O)(=O)N(CC(=O)NCCSCc2ccco2)c2cc(C)ccc2C)cc1
    -3, 1, -19, 2, -21, 5.2, 3, -23, -2
CC(C)(OC(=O)c1cccs1)c1cc2ccccc2c(=O)o1
    -18, -9, -17, 3, -3, -0.3, 1, -5, -13
CCCc1nc2c(sc3nc4c(cc32)COC(C)(C)C4)c(=O)n1CCN(CC)CC
    -6, -4, -12, -3, -7, 3.1, 17, 14, 3
NNC(=O)c1cc(-c2ccc(O)cc2)nc2ccc(Br)cc12
    -6, 0, -12, 4, -4, 0.7, 1, -9, -6
Cc1ccc(S(=O)(=O)N2CCN(C(=O)c3cccc(F)c3)CC2)cc1
    -6, -4, -3, 0, -9, 0.1, 1, -19, 3

Compound activity (PubChem)
